Autofluor Jurkat – counter-screen for VLA-4 integrin: compound autofluorescence in Jurkat cells | 24,000 compounds, 0.61% hits | AID 576 | flow cytometry; stronger effect = higher value; 1 = vehicle-only cell background | fluorescence ratio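 (tested at 10 µM compound in the well)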;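 active = fluorescence ratio above 2.44, which is 1 plus 3 SD of all ratios; inconclusive = signal too bright to measure linearly, ratio around 10 or more; inactive = fluorescence ratio below 2.44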;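 also: green fluorescence of cells measured with 488 nm excitation and 530 nm emission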
VLA-4 antagonist – inhibitors of LDV-FITC ligand binding to Mn2+-activated human VLA-4 integrin; Jurkat cells, LDV-FITC binding with Mn2+, flow cytometry; 100% = Mn2+-driven binding gain fully reversed; 24,000 compounds, 0.2% hits; AID 529; P13612; inhibition, % at 10 µM (by protocol);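 active = inhibition above 50%; inconclusive = compound itself fluorescent, judged against control cell fluorescence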;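 also: 0% = Mn2+ stimulated cells lacking compound and 100% = ligand binding without Mn2+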
Target sequence (P13612 whole entry, looked up): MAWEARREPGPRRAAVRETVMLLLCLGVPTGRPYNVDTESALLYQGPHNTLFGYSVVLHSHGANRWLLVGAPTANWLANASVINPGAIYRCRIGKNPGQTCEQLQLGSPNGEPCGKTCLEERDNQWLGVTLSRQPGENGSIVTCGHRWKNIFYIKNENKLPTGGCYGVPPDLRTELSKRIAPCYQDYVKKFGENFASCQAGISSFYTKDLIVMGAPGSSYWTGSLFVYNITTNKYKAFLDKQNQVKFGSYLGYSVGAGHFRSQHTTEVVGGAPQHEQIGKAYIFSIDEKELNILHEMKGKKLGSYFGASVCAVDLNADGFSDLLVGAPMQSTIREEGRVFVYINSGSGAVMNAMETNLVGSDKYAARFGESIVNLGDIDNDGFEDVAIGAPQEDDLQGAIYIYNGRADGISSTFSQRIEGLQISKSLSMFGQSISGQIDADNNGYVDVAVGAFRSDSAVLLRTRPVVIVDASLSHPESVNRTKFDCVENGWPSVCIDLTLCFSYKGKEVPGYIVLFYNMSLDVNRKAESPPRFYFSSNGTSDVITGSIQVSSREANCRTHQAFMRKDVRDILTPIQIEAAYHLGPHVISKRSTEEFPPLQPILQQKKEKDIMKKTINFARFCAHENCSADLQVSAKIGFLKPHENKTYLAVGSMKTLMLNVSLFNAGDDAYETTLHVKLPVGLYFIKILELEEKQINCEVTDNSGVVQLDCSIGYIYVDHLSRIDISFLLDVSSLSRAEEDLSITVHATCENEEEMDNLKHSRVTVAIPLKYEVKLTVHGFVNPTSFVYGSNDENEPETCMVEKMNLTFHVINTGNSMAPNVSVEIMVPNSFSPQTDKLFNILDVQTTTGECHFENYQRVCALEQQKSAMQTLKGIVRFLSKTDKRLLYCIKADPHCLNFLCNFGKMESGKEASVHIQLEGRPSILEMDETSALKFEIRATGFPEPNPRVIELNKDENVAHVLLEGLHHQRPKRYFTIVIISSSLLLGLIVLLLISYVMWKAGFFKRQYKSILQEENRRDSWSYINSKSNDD
LNCaP diff act – promotes differentiation of LNCaP prostate cells. flow cytometry side scatter, 4 d. side scatter shift, % at 10 µM. 24,000 compounds, 0.56% hits. AID 795;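 active = side scatter shift above 30%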;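 also: androgen-responsive LNCaP prostate cancer cells in charcoal-stripped serum medium; percent of cells past a gate set so DMSO wells show 10% shift; higher shift means more granular cells and more differentiation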
VLA-4 agonist – allosterically activates the human VLA-4 integrin | 24,000 tested, under 10 active | AID 528 | P13612 | Jurkat cells, LDV-FITC binding, flow cytometry | activation, % at 10 µM (by protocol);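 active = fluorescent ligand binding to cells raised by more than 40% of the manganese-induced maximum; inconclusive = compound's own fluorescence above 85% of the ligand control signal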;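 also: 0% = ligand binding without compound and 100% = manganese-stimulated maximal binding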
* marks the source's active call; other numbers are inactive results; ? = inconclusive; & = joins results of further samples.

SMILES	Autofluor Jurkat	VLA-4 antagonist	LNCaP diff act	VLA-4 agonist
CCOC(=O)N1CCN(C(=O)c2ccc3c(=O)n(-c4ccc(OC)cc4OC)c(=S)[nH]c3c2)CC1	0.96	-5	10	6
Cc1nnc2ccc(N3CCN(c4ccccn4)CC3)nn12	1.2	?	3	?
Cc1ccc(CCNC(=O)CS(=O)Cc2nc(-c3cccc(C)c3)oc2C)cc1 (stereo unspecified)	0.83	-4	7	-3
COc1ccc(NC(=O)NCCCN2CCc3ccccc3C2)cc1	0.83	-5	7	10
COc1ccc2c(c1OC)C(=O)OC2C1c2c(cc3c(c2OC)OCO3)CCN1C (stereo unspecified)	0.99&0.96	-15&-20	5&2	-4&-2
O=C(NCCCn1ccnc1)c1cnn2c1NC(c1ccccc1)CC2C(F)(F)F (stereo unspecified)	1.1	-4	4	3
CC(C)=CC(=O)OCC(=O)NC(=O)NC(C)(C)C	1.1	-16	11	4
Nc1nc(-c2ccccc2)cc(-c2ccccc2O)n1	1.1	-16	2	14
CCOC(=O)c1c(C)c(C(=O)Nc2ccc3c(c2)OCCO3)c(C)n1C	1.1	-11	19	8
CCOC(=O)C1CCN(c2c(NCCCN3CCN(Cc4ccccc4)CC3)c(=O)c2=O)CC1	1	6	6	7
N#CCCN(C(=O)Nc1ccc(Cl)cc1)c1ccccc1	1.1	-14	5	4
C=CCc1ccccc1OCC(O)CN1CCN(c2ccc(OC)cc2)CC1 (stereo unspecified)	0.95	-13	7	-2
Cc1ccc(Cn2c(SCC(C)C)nc3c2c(=O)n(C)c(=O)n3C)cc1	1	-26	7	-1
O=C(N1CCCCCC1)N1CCN(C(=O)N2CCOCC2)CC1	1.1	-14	6	2
CCCn1c(SCC(=O)NCCc2ccccc2)nnc1-c1ccccn1	1.1	-8	7	-4
Cc1nc2ncnn2c(C)c1CCC(=O)NC(C)CCc1ccco1 (stereo unspecified)	1.1	-4	6	-5
Cc1cc(C)nc(NC(=O)c2ccc(OC(C)C)cc2)n1	1	?	8	?
CC(C)OCCCNC(=O)c1ccc2c(c1)ncn2C1CCCC1	0.99	-12	6	2
COc1ccc(C2C(C(=O)Nc3cccc(C)n3)c3ccccc3C(=O)N2C)cc1 (stereo unspecified)	0.93	17	2	-4
COc1ccc(-c2nc(CSCC(=O)NCC3CCCO3)c(C)o2)cc1OC (stereo unspecified)	1.2	2	7	-4
COc1cccc(-c2nc(CS(=O)(=O)CC(=O)NCCC(C)C)c(C)o2)c1	1	22	3	0
CCOC(=O)C1=C(c2ccccc2)N(C)C(=O)NC1c1ccc(OC(F)F)c(OC)c1 (stereo unspecified)	1.1	6	3	-2
CC1(C)CC(=O)CC(C)(C)N1OC(=O)c1ccccn1	0.96	-15	6	-4
CCOCCCNS(=O)(=O)c1ccc2c(c1)oc(=O)n2CC(=O)OCC	2.5*	?	4	?
CC1CCCCC1NC(=O)C1CCN(C(=O)c2sccc2-n2cccc2)CC1 (stereo unspecified)	0.9	13	9	-5
COc1cc(-c2nc3n(n2)C(c2ccncc2)C(C(N)=O)=C(C)N3)cc(OC)c1OC (stereo unspecified)	1	18	22	-7
c1ccc(-c2cn3cccnc3n2)cc1	1	0	11	3
Cc1cccc(Cn2c(=O)n(Cc3ccco3)c(=O)c3ccccc32)c1	1.1	3	10	-12
COc1ccc(OC(C)C(=O)N2CCN(c3ccccn3)CC2)cc1 (stereo unspecified)	1	-16	20	-9
CC(=O)N1C(=O)c2cccc3cccc(c23)C(=O)N1C(C)=O	1.1	-27	14	-2

Among those listed so far, these contain a halogen.
SMILES	Autofluor Jurkat	VLA-4 antagonist	LNCaP diff act	VLA-4 agonist
O=C(NCCCn1ccnc1)c1cnn2c1NC(c1ccccc1)CC2C(F)(F)F (stereo unspecified)	1.1	-4	4	3
N#CCCN(C(=O)Nc1ccc(Cl)cc1)c1ccccc1	1.1	-14	5	4
CCOC(=O)C1=C(c2ccccc2)N(C)C(=O)NC1c1ccc(OC(F)F)c(OC)c1 (stereo unspecified)	1.1	6	3	-2

(more compounds)
SMILES	Autofluor Jurkat	VLA-4 antagonist	LNCaP diff act	VLA-4 agonist
COC(=O)c1ccc(COc2ncnc3c(Cl)cc(Cl)cc23)o1	1.1	1	11	3
CCOC(=O)c1c(C)c(C(=O)NCCN2CCOCC2)c(C)n1C	1.1	-6	5	-3
Cc1[nH]nc2c1C(=O)CC(C)(C)C2	1.1	-14	11	4
CCN(CC)CCOC(=O)c1ccc(NC(=O)CCNC(=O)Cn2ccc3ccccc3c2=O)cc1	1	-27	3	0
CCCCS(=O)(=O)NC1=NCN(Cc2ccco2)CN1	0.98	3	8	2
COc1cc(NC(=O)Cc2ccccc2OC)cc(OC)c1	1	-4	14	-2
Cc1oc(-c2cc(Cl)ccc2Cl)cc1-c1nn2c(C)nnc2s1	1.1	-27	3	-1
O=C(CNS(=O)(=O)c1ccc(Br)s1)NCc1ccc2c(c1)OCO2	1.1	4	9	-4
Cc1cc(C)c(C#N)c(Oc2ccc(O)cc2)n1	1	6	3	-5
Cc1ccsc1C1C=C(c2cccc(Br)c2)Nc2ncnn21 (stereo unspecified)	1.5	?	13	?
COc1ccc(-c2noc(CN(C(=O)C(C)(C)C)C(C)C)n2)cc1	1	-12	4	1
CC(=O)Oc1cccc2c1C(=O)c1c(OC(C)=O)cc(C(=O)O)cc1C2=O	1.1	-26	4	3
O=S(=O)(Nc1ccccn1)c1ccc(Oc2ccccc2)cc1	1.1	-1	13	2
COC(=O)c1ccc(OCC(=O)Nc2nn(-c3ccccc3)nc2C(N)=O)cc1	1.4	?	6	?
Cc1nn(C)c(C)c1S(=O)(=O)N1CCC(C(=O)Nc2ccc3c(c2)OCCO3)CC1	1.1	9	11	1

Full records as entered above.
Results for COc1ccc(-c2noc(CN(C(=O)C(C)(C)C)C(C)C)n2)cc1 = Autofluor Jurkat: 1; VLA-4 antagonist: -12; LNCaP diff act: 4; VLA-4 agonist: 1
Results for COc1cc(NC(=O)Cc2ccccc2OC)cc(OC)c1 = Autofluor Jurkat: 1; VLA-4 antagonist: -4; LNCaP diff act: 14; VLA-4 agonist: -2
Results for CCN(CC)CCOC(=O)c1ccc(NC(=O)CCNC(=O)Cn2ccc3ccccc3c2=O)cc1 = Autofluor Jurkat: 1; VLA-4 antagonist: -27; LNCaP diff act: 3; VLA-4 agonist: 0

Continuation.
SMILES	Autofluor Jurkat	VLA-4 antagonist	LNCaP diff act	VLA-4 agonist
CC(=O)c1ccc(NC2OC(C)C(O)C(O)C2O)cc1 (stereo unspecified)	1.1	-1	3	0
CCOc1ccc(NS(=O)(=O)c2ccc3[nH]cc(C(=O)NC(C)CC)c(=O)c3c2)cc1 (stereo unspecified)	1.1	?	15	-4
CCOC(=O)c1sc(=S)n(-c2ccc3c(c2)OCO3)c1N	1.1	-3	2	-1
CCOC(=O)Cn1nnnc1CN(Cc1ccc(OC)cc1)Cc1cc2cc(C)cc(C)c2[nH]c1=O	1.2	17	8	0
COCc1nnc(NC(=O)c2ccc(S(=O)(=O)N(C)c3ccccc3)cc2)o1	0.98	5	4	5
O=C(CSc1nnc(Cn2cnc3ccccc32)o1)c1ccccc1	0.98	4	6	-2
COCc1nnc(NC(=O)CCCOc2ccccc2)s1	1	-10	11	8
CCCOc1ccc(C(=O)Nc2cc(-c3nn4c(C)nnc4s3)ccc2C)cc1	1.1	-7	12	6
NS(=O)(=O)c1cc2c(cc1C(F)(F)F)NCNS2(=O)=O	1.1	-10	5	-6
CCSc1nc2c(c(=O)[nH]1)C(c1ccncc1)C(C(=O)OC)=C(C)N2 (stereo unspecified)	1.1	?	4	?
O=C(Nc1cccc(C(F)(F)F)c1)C1CCN(S(=O)(=O)c2cnc[nH]2)CC1	0.98	-15	10	1
CCn1c(=O)cc(OCC(=O)N(C)c2ccccc2F)c2ccccc21	1.1	10	5	-2
CN1CCN(c2oc(COc3ccc(-c4ccccc4)cc3)nc2C#N)CC1	1.1	-7	27	5
O=C(NCCc1ccc(Cl)cc1)C1CCCN(S(=O)(=O)c2cnc[nH]2)C1 (stereo unspecified)	1.2	8	8	-5
CC(C(=O)Nc1ccc(N2CCOCC2)cc1)N1C(=O)c2ccccc2C1=O (stereo unspecified)	1	-23	2	-2
CCOC(=O)N1CCN(S(=O)(=O)c2ccc3c(c2)OCC(=O)N3)CC1	1.1	8	6	-3
CCOc1ccc(C2CC(c3ccc(CC)cc3)n3nc(N)nc3N2)cc1 (stereo unspecified)	1.1	11	5	2
CCCCCn1c(CCNC(=O)c2cccs2)nc2ccccc21	0.98	-7	9	-2
CCCN(Cc1cc2cc(C)ccc2[nH]c1=O)C(=O)c1cccc(OC)c1	1	-4	9	-8
CCOc1ccc(NC(=O)CN(C)S(=O)(=O)c2cccs2)cc1	1	-19	6	-1
O=c1c2c(nc3c(-c4cccc(Br)c4)c[nH]n13)CCCC2	0.96	-6	3	-1
CC(=O)N1CCN=C1SCc1ccc(C)cc1	0.95	9	8	4
CCN(CC)S(=O)(=O)N1CCC(C(=O)NC(C)CCc2ccccc2)CC1 (stereo unspecified)	1.1	-29	5	3
Cc1ccc(C2CC(c3cccc(C)c3)n3nc(N)nc3N2)cc1 (stereo unspecified)	0.93	-14	3	3
CN1CCN(CCCNc2nc3ccccc3c3nc(-c4ccccc4)nn23)CC1	1.3	?	13	?
O=C(O)c1cc(O)c2c(c1)C(=O)c1cccc(O)c1C2=O	1.4	-28	5	8
O=C(c1cc(-c2cccc(O)c2)on1)N1CCc2ccccc2C1	1.1	10	12	-1
O=C(O)C1CC=CCC1C(=O)NCc1ccccc1 (stereo unspecified)	1.1	-22	7	0
Cc1nnc(NC(=O)CSc2nc3c(c(=O)n2C)SC(C)C3)s1 (stereo unspecified)	1	-4	1	1
Cc1ccc(NC(=O)CSc2nnc(Cc3cccn3C)n2-c2ccc(F)cc2)c(C)c1	1	2	7	0

2 records drawn at random from those above:
SMILES	Autofluor Jurkat	VLA-4 antagonist	LNCaP diff act	VLA-4 agonist
O=C(O)c1cc(O)c2c(c1)C(=O)c1cccc(O)c1C2=O	1.4	-28	5	8
CC(=O)N1CCN=C1SCc1ccc(C)cc1	0.95	9	8	4

Additional compounds.
SMILES	Autofluor Jurkat	VLA-4 antagonist	LNCaP diff act	VLA-4 agonist
CCOC(=O)N1CCC(NC(=O)CS(=O)(=O)Cc2nc(-c3ccc(C)cc3)oc2C)CC1	0.86	?	8	?
N#Cc1c(N2CCOCC2)nc(N2CCCCC2)c2c1CCN(C1CCCCC1)C2	1.1	-7	21	-7
COc1cc(NC2=CC(=O)CC(C)(C)C2)cc(OC)c1	1.1	-12	14	5
CC(=O)N1CCc2cc(S(=O)(=O)CCC(=O)O)ccc21	1.1	1	10	-5
Cc1nn(Cc2ccc(Cl)c(Cl)c2)c(C)c1NC(=O)c1cc(CC(C)C)on1	0.87	16	8	3
Cc1cccc(NC(=O)CC2SC(=NC3CCCCC3)NC2=O)c1 (stereo unspecified)	1	13	4	-1
CC(=O)NC(C)C(=O)OCC(=O)Nc1ccc(Br)cc1 (stereo unspecified)	0.95	-16	4	-2
O=C(Nn1cnc2ccccc2c1=O)c1ccc(F)cc1Cl	1	6	9	-5
CCOc1ccccc1N(CC(=O)NC1CCCC1)C(=O)CCCC(=O)Nc1ccccn1	1	1	6	-2
O=C(CS(=O)(=O)Cc1ccccc1)Nc1nc2ccccc2s1	1	-10	13	3
CCCS(=O)(=O)Nc1c(C(=O)O)[nH]c2ccccc12	1.1	-18	4	6
O=C(CCOc1ccccc1)NCc1ccccc1	0.95	-11	10	0
CC(=O)N1CCc2cc(S(=O)(=O)NC(CC(C)C)C(=O)Nc3ccc4c(c3)OCCO4)ccc21 (stereo unspecified)	1.4	?	11	?
Cc1oc(C)c(C(=O)NCCCC(=O)O)c1C(=O)NCCCC(=O)O	1.1	5	14	5
Cc1ccsc1C1C2=C(CCCC2=O)Nc2ncnn21 (stereo unspecified)	0.98	-26	11	-1
COc1ccc(CCNC(=O)c2cnccn2)cc1	0.93	-2	2	4
Nc1ccc(S(=O)(=O)c2ccc(N)cc2)cc1	1	-10	3	-2
CS(=O)(=O)N1CCc2cc(C(=O)N3CCCCC3)ccc21	0.98	-13	18	6
CC(=O)Nc1ccc(S(=O)(=O)NCC(C)NS(=O)(=O)c2ccc(NC(C)=O)cc2)cc1 (stereo unspecified)	1	-12	8	0
O=C(C1CCN(S(=O)(=O)c2cccc3nsnc23)CC1)N1CCc2ccccc2C1	1	-3	12	7
O=C(Cn1cnc2c(oc3ccccc32)c1=O)N1CCN(c2ccccc2)CC1	0.96	5	6	4

Source: PubChem BioAssay (NMMLSC)

This is a subset; rates above refer to the full screens.
